SENP7 block: blocks the human protease SENP7; recombinant SENP7, Z-RLRGG-aminoluciferin luminescence, 40 min; inhibition, % at 5 µM; 1.5% of 330,000 active;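 active = inhibition above about 50% at the single test dose, limit read from the data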;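 also: plate controls were DMSO with enzyme for no effect and no enzyme buffer wells for full effect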
Target sequence (Q9BQF6 706-1050 limits assumed): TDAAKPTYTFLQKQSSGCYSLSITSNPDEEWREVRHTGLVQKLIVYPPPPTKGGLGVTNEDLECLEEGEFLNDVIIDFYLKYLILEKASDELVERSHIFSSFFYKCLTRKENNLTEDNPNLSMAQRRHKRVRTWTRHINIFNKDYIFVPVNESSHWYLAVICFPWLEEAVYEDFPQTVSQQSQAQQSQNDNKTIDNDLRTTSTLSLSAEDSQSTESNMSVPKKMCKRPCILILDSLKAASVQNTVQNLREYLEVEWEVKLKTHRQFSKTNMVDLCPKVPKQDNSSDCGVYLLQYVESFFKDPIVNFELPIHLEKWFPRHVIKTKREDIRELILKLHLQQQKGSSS
SENP1 inh: blocks the human SENP1 SUMO protease catalytic domain; recombinant SENP1 catalytic domain, CyPet-SUMO1-YPet FRET cleavage; 0.21% of 360,000 active; AID 624204; Q9P0U3; inhibition, % at 10 µM;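 active = inhibition at least 30% at 10 µM, raw YFP signal under a set limit, fluorescence ratio 0.5 to 1.5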;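 also: 0% = enzyme with DMSO and 100% = no enzyme wells; some results filed as inactive read as strong as hits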
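Assay system: hSENP1 catalytic domain, recombinant. Amount: SENP1 enzyme, 20 pM final. Schedule: 50 min reaction, RT, dark. Technique: FRET, CFP and YFP emission. Control set: no-enzyme wells low, DMSO-plus-enzyme wells high control.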
Apaf-1 inh: blocks human Apaf-1 apoptosome activity; reconstituted apoptosome caspase-3 activity, DEVD-Rh110 fluorescence; inhibition, % at 20 µM; O14727; 0.71% of 330,000 active; AID 489030; active = inhibition of at least 40% at 20 µM;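 also: plate controls were DMSO wells for no effect and DEVD-CHO caspase inhibitor wells for full effect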
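Material: biochemical Apaf-1 apoptosome reconstitution. Medium: Hepes buffer, pH 7.5. Also added: cytochrome c activation, bis-DEVD rhodamine 110 substrate. Timing: 30 min compound preincubation, 50 min activation, room temperature. Measured by: rhodamine 110 fluorescence at Ex 480/Em 540 nm.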
SENP6 block: SENP6 protease inhibition. Q9GZR1. Recombinant SENP6 catalytic domain, aminoluciferin luminescence. inhibition, % at 10 µM. 1.8% of 330,000 active. AID 2599;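 active = inhibition above about 50% at the single tested dose, limit read from the data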;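 also: plate controls were DMSO wells with enzyme for no effect and DMSO wells lacking enzyme for full effect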
Target sequence (Q9GZR1 628-1112 limits assumed): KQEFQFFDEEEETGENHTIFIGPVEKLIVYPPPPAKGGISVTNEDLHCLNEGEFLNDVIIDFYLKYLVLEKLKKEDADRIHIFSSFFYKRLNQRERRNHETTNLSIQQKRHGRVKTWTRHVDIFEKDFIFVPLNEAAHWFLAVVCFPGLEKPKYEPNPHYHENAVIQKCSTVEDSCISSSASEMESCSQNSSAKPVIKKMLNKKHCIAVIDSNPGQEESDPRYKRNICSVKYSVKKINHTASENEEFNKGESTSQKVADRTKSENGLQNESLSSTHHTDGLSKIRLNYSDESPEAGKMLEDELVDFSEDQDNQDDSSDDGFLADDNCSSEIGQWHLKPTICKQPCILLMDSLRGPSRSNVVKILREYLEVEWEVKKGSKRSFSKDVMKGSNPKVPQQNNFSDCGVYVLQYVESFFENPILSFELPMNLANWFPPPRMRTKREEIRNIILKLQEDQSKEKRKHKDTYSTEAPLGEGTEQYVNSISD
UBC13 inh: human UBC13 polyubiquitination inhibition | P61088 | UBC13 polyubiquitin chain formation, TR-FRET | inhibition, % at 20 µM | 0.47% of 330,000 active | AID 485273; in the data active = inhibition above about 45%, passing the limit was not always enough
SENP8 block-1: inhibitors of human SENP8 protease. Q96LD8. purified SENP8, Z-RLRGG-aminoluciferin cleavage, luminescence. inhibition, % at 10 µM. 1.2% of 330,000 active. AID 2540; in the data active = inhibition above about 50%
Target sequence (Q96LD8 whole entry, looked up): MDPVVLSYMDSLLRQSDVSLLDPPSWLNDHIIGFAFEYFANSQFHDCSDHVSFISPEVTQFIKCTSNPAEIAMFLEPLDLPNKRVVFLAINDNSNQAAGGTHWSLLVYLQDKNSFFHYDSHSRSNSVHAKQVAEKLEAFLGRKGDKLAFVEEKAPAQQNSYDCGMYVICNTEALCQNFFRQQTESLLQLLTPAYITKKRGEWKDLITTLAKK
APOBEC3G inh: inhibitors of human APOBEC3G DNA deaminase. 0.28% of 330,000 active. Q9HC16. inhibition, % at 20 µM. recombinant A3G, ssDNA deamination FAM/TAMRA fluorescence;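 active = inhibition of at least 40% at 20 µM, with no more than 30% in the related APOBEC3A deaminase screen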;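 also: plate controls were DMSO wells with A3G for no effect and wells lacking A3G enzyme for full effect; some compounds called inactive have numbers as strong as hits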
SENP8 block-2: SENP8 (human) protease inhibition | recombinant SENP8, Nedd8 substrate fluorescence | AID 602440 | inhibition, % at 20 µM | Q96LD8 | 0.64% of 360,000 active; in the data active = inhibition mostly above about 40%, no sharp cut-off; inactive = mostly below about 27%
An asterisk follows results filed as active; nt = no result given; & = joins results of further samples.

SMILES	SENP7 block	SENP1 inh	Apaf-1 inh	SENP6 block	UBC13 inh	SENP8 block-1	APOBEC3G inh	SENP8 block-2
NC(=O)c1nsc(C(=O)N(c2ccc3c(c2)OCO3)C(C(=O)NCC2CCCO2)c2ccc(F)cc2)c1N (stereo unspecified)	-3	-15	14	-3	16	-4	-3	-223
CC(C)N1CCC(N2CCN(C3CCCC3)CC2CCO)CC1 (stereo unspecified)	1	-1	-1	11	-2	1	-6	5
O=C(OCC(=O)N(C1CCCCC1)C1CCCCC1)c1ccc(O)cc1	-5	-1	19	-10	4	-7	-5	14
Cc1ccc(-c2cc(-c3ccccc3O)nc(N/N=C/c3cccnc3)n2)cc1	-14	1	-9	-13	-22	-4	-5	22
COc1ccc(CCNC(=O)C23CCC(C)(C(=O)C2=O)C3(C)C)cc1OC (stereo unspecified)	-9	3	13	-16	-6	-11	-10	6
CCCNc1nc2ccccc2c(=O)[nH]1	-3	0	-1	-5	5	-9	-7	-416
O=C(CN1CCC(n2nnc3cc(F)ccc32)CC1)NCc1ccco1	-8	-6	-3	-11	-6	-7	1	-5
O=C(CSc1ccccc1F)NC1CCS(=O)(=O)C1 (stereo unspecified)	-1	-3	0	-8	5	3	-6	-21
Cc1ccc(O)c(C(CC(=O)N2CCCC2)c2ccccc2)c1 (stereo unspecified)	9	0	9	1	2	1	0	7
O=C(N/N=C/c1ccccc1C(F)(F)F)c1ccc(O)cc1	8	4	-3	2	9	0	-6	8
O=C(c1ccc(Cl)cc1)C1CCCN(Cc2cnn(-c3ccccc3)c2)C1 (stereo unspecified)	3	1	-6	0	6	9	-6	11
CN(C)c1ccc(C(=O)NNC(=O)Nc2ccccc2)cc1	-5	3	1	-7	1	-3	-8	-2
CCOc1ccccc1C(=O)Nc1ccc(S(=O)(=O)Nc2cc(OC)nc(OC)n2)cc1	-1	-1	1	12	-5	7	-6	10
CCOC(=O)CNC(=O)C(=O)c1c(O)[nH]c2ccccc12	2	0	-19	2	2	-1	-7	2
O=C(C[C@H]1C/C=C\CC[C@H](Cc2ccc(F)cc2)C(=O)O[C@@H](c2ccccc2)CNC1=O)N[C@H](CO)Cc1ccccc1	-15	0	26	-2	0	-21	-8	11
COc1ccc(-c2ccnc3nc(/N=C/N(C)C)nn23)cc1	-6	nt	1	0	32	-2	-7	nt
NC(CS(=O)O)C(=O)O (stereo unspecified)	5	-1	-8	6	13	1	-3	-1
O=S(Cc1ccccc1)CC(O)(c1ccc(Cl)cc1)c1ccc(Cl)cc1 (stereo unspecified)	13	1	28	30	4	-1	-5	11
CC(C)CN(C(=O)COC(=O)CN1C(=O)c2ccccc2C1=O)c1c(N)n(Cc2ccccc2)c(=O)[nH]c1=O	-2	-2	5	4	0	-4	-1	4
Cc1noc(NS(=O)(=O)c2ccc(NC(=O)CCCOc3ccc(Cl)cc3Cl)cc2)c1C	-8	0	3	-8	-7	-1	-5	12
CCN(C(=O)COC(=O)c1ccc(Cl)c(S(=O)(=O)N2CCCCC2)c1)C1CCS(=O)(=O)C1 (stereo unspecified)	-10	0	-5	-22	-7	-15	-5	32
COc1ccc(OC)c(NC(=O)COC(=O)/C=C/c2ccccc2Cl)c1	-10	1	13	-13	2	-14	-12	11
Cc1cc(-c2ccc(S(=O)(=O)N3CCc4ccccc4C3)s2)on1	3	-1	5	8	-2	4	-8	9
Cc1cccc(C)c1NC(=O)c1ccccc1C(=O)O	1	0	-7	-5	-8	3	-7	-3
Cc1cccc(N2C(=O)CC(N3CCOCC3)C2=O)c1 (stereo unspecified)	0	-1	-5	-13	5	11	-6	25
O=C(NC(=S)Nc1ccc(S(=O)(=O)Nc2ccccc2)cc1)C1CC1	-2	2	15	14	5	2	-4	8
CCOC(=O)c1c(C)c(C#N)c2c3ccccc3ccn12	-5	1	0	-6	13	-1	-5	-119
COc1ccc(OC)c(NC(=O)Nc2ccc(O)c3ccccc23)c1	0	-5	22	-7	-2	-6	2	-445
COc1cc(C2C(C#N)=C(N)Oc3cc(O)ccc32)cc2c1OCO2 (stereo unspecified)	3	-23	1	0	7	3	-4	-26
CN(C)CCOC1c2ccccc2CSc2ccccc21 (stereo unspecified)	5	0	-14	-6	5	-6	-8	2
N#CC(C#N)=CNc1cccnc1	0	1	-19	-3	-3	1	0	12
O=C(OC(C(=O)Nc1ccc([N+](=O)[O-])cc1Br)c1ccccc1)c1ccccc1 (stereo unspecified)	13	0	2	0	-3	2	-6	24
O=C(CCOc1ccccc1)N1CCN(S(=O)(=O)c2cccs2)CC1	4	-2	-3	-1	15	-3	-7	26
CC(C)=NOCC(=O)Nn1c(COc2ccccc2)nc2ccccc2c1=O	13	1	8	3	-5	4	8	-1
CC1CCCCC1NC(=O)c1cccc(NC2=NC3CS(=O)(=O)CC3S2)c1 (stereo unspecified)	7	-3	4	-8	-5	4	1	2
CN(C)CCOC(=O)C1(c2ccccc2)CCCC1	-1	0	-2	-20	0	6	1	24
CCOC(=O)c1sc(NC(=O)C(C)C)c(C#N)c1C	4	1	2	-1	8	4	57*	-4
O=C(CNC(=O)c1ccc2c(c1)OCO2)N/N=C(Br)/C=C/c1ccccc1	6	1	18	-5	2	-5	-7	25
Cc1coc2c(C)c3oc(=O)cc(-c4ccccc4)c3cc12	11	1	1	-13	6	2	0	-54
O=S(=O)(c1ccc(-n2cnnn2)cc1)N1CCC(N2CCCCC2)CC1	7	0	-4	3	4	10	-3	9
O=C(c1ccccc1NS(=O)(=O)c1ccc(F)cc1)N1CCCCC1	-1	0	-3	-20	-2	-4	-1	5
COc1ccc(/C=C/C(=O)N(C)c2ccccc2C(=O)O)cc1	2	-2	-7	0	-12	13	-6	5
COC(=O)c1ccc(COC(=O)CNS(=O)(=O)c2ccccc2)cc1	4	1	-3	5	4	-3	0	3
COc1cccc(-n2cnc3sc(C)cc3c2=O)c1	0	1	-10	-4	0	-1	-4	1
CCOC(=O)c1c(-c2cccc(C)c2)csc1NC(=O)C1CC=CCC1C(=O)O (stereo unspecified)	-8	2	7	-8	-8	-3	-5	15

Some entries already given, limited to SENP1 inh, Apaf-1 inh and APOBEC3G inh.
SMILES	SENP1 inh	Apaf-1 inh	APOBEC3G inh
CCOC(=O)c1sc(NC(=O)C(C)C)c(C#N)c1C	1	2	57*
O=C(CNC(=O)c1ccc2c(c1)OCO2)N/N=C(Br)/C=C/c1ccccc1	1	18	-7
Cc1coc2c(C)c3oc(=O)cc(-c4ccccc4)c3cc12	1	1	0
O=S(=O)(c1ccc(-n2cnnn2)cc1)N1CCC(N2CCCCC2)CC1	0	-4	-3
O=C(c1ccccc1NS(=O)(=O)c1ccc(F)cc1)N1CCCCC1	0	-3	-1
COc1ccc(/C=C/C(=O)N(C)c2ccccc2C(=O)O)cc1	-2	-7	-6
COC(=O)c1ccc(COC(=O)CNS(=O)(=O)c2ccccc2)cc1	1	-3	0

Next section
SMILES	SENP7 block	SENP1 inh	Apaf-1 inh	SENP6 block	UBC13 inh	SENP8 block-1	APOBEC3G inh	SENP8 block-2
Brc1ccc(-c2nnc(-c3ccccc3Br)o2)cc1	74*	1	22	64*	-9	70*	6	3
Cn1cc(/C=C2/SC(=O)N(CC(=O)Nc3ccc4c(c3)OCO4)C2=O)c2ccccc21	-6	-23	-9	-7	-25	-7	-1	-28
CC[C@H](CO)NCCN[C@H](CC)CO	0	0	7	-6	-8	-8	-3	-2
O=C(NNC(=O)c1sccc1-n1cccc1)c1ccc(F)cc1	-11	2	4	-13	-10	-9	-7	6
CCn1c(SCC(=O)NCc2cccs2)nnc1-c1cccs1	3	0	-10	3	10	-1	-7	3
CC1(C(=O)NNC(=S)NCc2ccco2)CC1(Cl)Cl (stereo unspecified)	1	1	-1	-1	10	-4	-11	-6
COCCn1c(SCc2ccccc2)nc2c1c(=O)[nH]c(=O)n2C	-11	1	2	-5	6	-3	-3	17
O=C(O)CC(=O)NC12CC3CC(CC(C3)C1)C2	1&1	1&3	6&-3	-28&-19	-1&6	0&-4	4&-5	8&14
COc1ccc(NC(=O)CSc2nnc(-c3ccccn3)n2N)cc1Cl	8	1	-10	6	8	0	-4	20
O=[N+]([O-])CC(c1ccc(F)cc1)c1c[nH]c2ccccc12 (stereo unspecified)	-2	1	8	-6	1	0	-5	15
CCCCN1C(N)=NC[C@@H]1CCCCN	-4	2	-5	-16	7	7	-7	18
Cc1ccc(C(C)(C)C)c(OCCCCN2CCCC2)c1	-2	1	0	2	17	0	0	16
CCCC1Cc2nc(N3CCCCC3)c(C#N)cc2CO1 (stereo unspecified)	-2	-12	1	-16	14	-3	-3	-258
N#CC(c1ccc(Cl)cc1)c1cccc(Cl)n1 (stereo unspecified)	3	0	1	-15	8	4	-1	1
CN(C)CCNC(=O)C(=O)NCC1OCCCN1S(=O)(=O)c1cccs1 (stereo unspecified)	2	1	8	-24	27	2	-9	18
OCCn1c(-c2ccc3c(c2)OCO3)csc1=Nc1ccccc1	-2	0	17	-5	0	-11	-5	21
NC(=O)c1ccc(NC(=O)CN2CCN(c3ccc(Cl)cc3)CC2)cc1	-3	-1	-3	2	6	6	-2	6
CCc1ccc(C(O)(CNCc2ccccc2)c2ccccc2)cc1 (stereo unspecified)	-4	0	10	-1	13	-10	-8	10
O=C(CSc1nc2ccccc2c(=O)n1-c1ccccc1F)NC1CCS(=O)(=O)C1 (stereo unspecified)	7	-5	-10	-6	-2	13	-8	2
COc1ccc(N2CC(C(=O)Nc3ccc(S(=O)(=O)N4CCCCC4)cc3)CC2=O)cc1 (stereo unspecified)	3	0	10	-4	-2	-7	5	5
CCn1c(C)nc([N+](=O)[O-])c1C(=O)O	-9	-1	-5	5	-9	-6	0	9
Clc1ccccc1OCCN1CCC(Cc2ccccc2)CC1	4	-2	-16	9	13	-3	-7	28
Cc1ccccc1NC(=O)C1c2cccc[n+]2CC(=O)N1c1c(C)cccc1C (stereo unspecified)	7	-39	7	16	-8	-1	17	-62
Cc1ccsc1C(=O)OCc1nc2ccsc2c(=O)[nH]1	-5	-1	-14	-5	2	-12	-4	26
CCOCCCNCc1ccc(OCC(=O)N2CCOCC2)c(OC)c1	6	-2	-8	-2	8	-4	-7	16
Cc1onc(-c2ccccc2Cl)c1C(=O)N1CCN(C/C=C/c2ccccc2)CC1	1	0	-15	-26	-2	0	-2	6
COC(=O)c1ccc(Cn2nc(-c3ccc(C)cc3)ccc2=O)cc1	4	-1	16	5	-4	-7	-4	-40
Cn1c(SCc2ccccc2)nnc1-c1ccc2nonc2c1	-6	2	6	-8	-9	-3	-9	-92
O=C1CN(C(=O)CN2CCOCC2)C(c2ccccc2)c2cc(Br)ccc2N1 (stereo unspecified)	-2	1	-2	5	-1	3	-7	14
Cc1ccc(-n2c3c(cc(C(=O)NC4CCSC4=O)c2=O)C(=O)CC(C)(C)C3)cc1 (stereo unspecified)	-1	1	-22	-4	4	-4	-4	-78
O=C(Nc1cccnc1)c1scc2c1OCCO2	-8	1	-6	2	1	-6	-1	17
NS(=O)(=O)c1cccc(NC(=O)c2ccc(S(=O)(=O)N3CCCCCC3)cc2)c1	2	0	-3	2	1	7	-6	13
CCC(=O)N(c1nnc(SCC(=O)Nc2ccc(N3CCOCC3)cc2)s1)C1CC1	-8	1	-7	-4	8	7	-9	23

Entries of single compounds from above. Values in the order: SENP7 block	SENP1 inh	Apaf-1 inh	SENP6 block	UBC13 inh	SENP8 block-1	APOBEC3G inh	SENP8 block-2
`Cc1ccccc1NC(=O)C1c2cccc[n+]2CC(=O)N1c1c(C)cccc1C` (stereo unspecified) is listed as 7	-39	7	16	-8	-1	17	-62
`NC(=O)c1ccc(NC(=O)CN2CCN(c3ccc(Cl)cc3)CC2)cc1` is listed as -3	-1	-3	2	6	6	-2	6
`COC(=O)c1ccc(Cn2nc(-c3ccc(C)cc3)ccc2=O)cc1` is listed as 4	-1	16	5	-4	-7	-4	-40
`NS(=O)(=O)c1cccc(NC(=O)c2ccc(S(=O)(=O)N3CCCCCC3)cc2)c1` is listed as 2	0	-3	2	1	7	-6	13

This is a random part of the collection; 3.6% or so of the library scored in one or more.
